Source: PubChem
DENV2 CPE = inhibitors of DENV2 cytopathic effect, primary screen, cell-based, plate reader, single concentration | DENV2-infected cells, cytopathic effect rescue | CPE inhibition, % at 9.99 µM | 350,000 tested, 1.7% active; in the data active = CPE inhibition above about 20%, passing the limit was not always enough; inconclusive = no clear call, values can overlap the other calls; tested in BHK-21 cells;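 note: 0% = median of neutral control wells and 100% = median of positive control wells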
SIRT5 block = SIRT5 desuccinylase inhibitors, primary screen, biochemical, fluorescence imaging, single point, set 5 | inhibition, % at 15 µM | Purified SirT5, succinyl-peptide AMC, trypsin-coupled fluorescence | AID 652115, 2013 | 330,000 tested, 1.1% active; in the data active = inhibition above about 15%; inconclusive = no clear call, values can overlap the other calls
Target sequence (Q9NXA8 whole entry, looked up): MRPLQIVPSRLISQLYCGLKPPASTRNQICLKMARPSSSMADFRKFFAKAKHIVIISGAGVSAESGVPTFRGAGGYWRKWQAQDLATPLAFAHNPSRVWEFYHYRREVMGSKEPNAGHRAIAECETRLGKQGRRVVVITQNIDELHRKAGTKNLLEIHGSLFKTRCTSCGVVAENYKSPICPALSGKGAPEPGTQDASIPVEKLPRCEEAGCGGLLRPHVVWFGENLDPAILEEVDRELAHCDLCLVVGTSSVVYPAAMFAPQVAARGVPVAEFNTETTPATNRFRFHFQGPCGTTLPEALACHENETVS
EWS-Fli inh = EWS/Fli-driven NR0B1 reporter inhibitors, primary screen, A673 cells, NR0B1 luciferase, luminescence, MLPCN library | 350,000 tested, 0.67% active | inhibition, % at 12.6 µM | AID 651661, 2012 | viability-normalised;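 active = mean inhibition of at least 50% after viability correction, with every replicate also passing that limit; inconclusive = mean reaches 50% but only one of two replicates passes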;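 note: firefly luciferase signal divided by Alamar Blue viability fluorescence both relative to DMSO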
ARNT-TACC3 inh = disruptors of ARNT/TACC3 protein interaction, primary screen, biochemical, AlphaScreen, single concentration | Transforming acidic coiled-coil-containing protein 3 (Homo sapiens), Q9Y6A5 | AlphaScreen His-ARNT PAS-B/GST-TACC3 binding, luminescence; TACC3 fragment carries E629A point mutation | inhibition, % at 9.99 µM | 390,000 tested, 0.66% active | AID 623870, 2012;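 active = mean inhibition of replicates at least 50% and at least half of replicates each reaching 50%; inconclusive = half or more replicates reach 50% but mean below 50%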;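 note: 0% = complete ARNT plus TACC3 wells and 100% = ARNT alone without TACC3; many hits fall short of the cut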
Casp6 inh = human caspase-6 inhibitors, primary screen, biochemical, VEID-R110 fluorescence, single point, set 2. inhibition, % at 12.5 µM. purified caspase-6, Z-VEID-R110 cleavage fluorescence. 350,000 tested, 0.53% active. P55212;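 active = mean inhibition across replicates at least about 35%, with every replicate also reaching that limit, limit read from the data; inconclusive = only one of the two criteria met; inactive = neither criterion met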;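 note: 0% = median of neutral control wells and 100% = no fluorescence left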
Target sequence (P55212 24-179 limits assumed): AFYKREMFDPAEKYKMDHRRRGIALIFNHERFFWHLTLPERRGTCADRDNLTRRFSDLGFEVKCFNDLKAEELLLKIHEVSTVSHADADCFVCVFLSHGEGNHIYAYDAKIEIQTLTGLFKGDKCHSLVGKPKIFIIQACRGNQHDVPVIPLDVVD
Target sequence (P55212 194-293 limits assumed): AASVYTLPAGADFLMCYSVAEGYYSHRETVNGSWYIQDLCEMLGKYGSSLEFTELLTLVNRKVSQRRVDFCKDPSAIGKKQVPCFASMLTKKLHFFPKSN
PAX8 reporter = inhibitors of PAX8-driven TPO luciferase reporter, primary screen, RMG-I cells, single concentration; SteadyGlo, 24 h; AID 652154, 2013; 360,000 tested, 1.2% active; inhibition, % at 12.6 µM;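 active = mean replicate inhibition at least 60% with every replicate also reaching 60%; inconclusive = only one of the two criteria is met; inactive = mean below 60% and not all replicates reaching 60%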;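 note: luciferase light reporting Pax8 driven TPO promoter activity; plate controls were median of neutral control wells for no effect and mitoxantrone controls for full effect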
LGR2 antag = inhibitors of bursicon-induced LGR2 CRE-luciferase signal, primary screen, cell-based, HEK293, CRE-luciferase reporter, bursicon stimulation; AID 720647, 2013; 380,000 tested, 0.35% active; inhibition, % at 9.99 µM; bursicon-stimulated, 4 h; Drosophila bursicon receptor LGR2 (rickets);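 active = drop in luminescence signal, shown as inhibition above about 50% in the replicate tests, limit read from the data, passing the limit was not always enough; inconclusive = probably only some replicates passing the limit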;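 note: agonist challenge used bursicon conditioned medium at about half maximal strength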
* = called active by the depositor; ? = inconclusive; . = not tested or not shown.

SMILES	DENV2 CPE	SIRT5 block	EWS-Fli inh	ARNT-TACC3 inh	Casp6 inh	PAX8 reporter	LGR2 antag
NC(=O)C1CCN(C(=O)c2cc3n(n2)C(C(F)(F)F)CC(c2ccco2)N3)CC1 (stereo unspecified)	4	-1	2	-18	2	0	-16
CN(C)C(=O)C[C@H]1C[C@H]2c3cc(NS(C)(=O)=O)ccc3O[C@H]2[C@H](CO)O1	0	-14	-6	-2	0	-26	16
CO[C@@H]1CC[C@H]2CCOc3ccc(C#N)cc3C(=O)N(C)C[C@@H](OC)[C@H](C)C(=O)N(C)C[C@@H]1O2	5	3	-1	16	1	-2	-2
O=C(NCCN1CCOCC1)/C(=C\c1ccccc1F)NC(=O)c1ccccc1	-1	-5	-3	3	-2	13	2
NC(=O)CN1C(=O)C(=O)N(Cc2cccc(Cl)c2)C1=O	12	-3	-4	9	-4	-8	4
Cc1cc(N2CCOCC2)nc(-c2ccc([N+](=O)[O-])cc2)n1	.	.	.	3	.	-35	-39
Cc1noc(C)c1NC(=O)N(C)C[C@H]1Oc2ccc(NC(=O)Cc3cn(C)c4ccccc34)cc2CC(=O)N([C@@H](C)CO)C[C@@H]1C	-7	1	-9	-4	3	6	-7
COc1ccc(N2CCN(C(CNC(=O)COc3ccccc3)c3ccco3)CC2)cc1 (stereo unspecified)	-7	-3	0	11	0	2	16
CCN1C(=Nc2ccc(Cl)cc2)SC/C1=C\C(=O)OC	0	-3	-64	5	3	.	-33
O=C(C[C@@H]1C=C[C@H](NC(=O)C2CC2)[C@H](CO)O1)NCC1CC1	6	-1	1	-14	-2	-1	13
COc1ccc(C(CNC(=O)c2cc(C)on2)N(C)C)cc1 (stereo unspecified)	-4	1	-9	1	-3	-3	-19
C/C(=N/NC(=O)Cn1nc2ccccc2n1)c1ccc(F)cc1	.	.	.	-6	.	-24	-12
COc1ccc(CNC(=O)Cn2cncn2)cc1OC	-4	-4	0	-4	-6	3	7
CO[C@H]1CN(C)C(=O)c2ccc(NC(=O)C3CC3)cc2OC[C@@H](C)N(C(=O)C2CCOCC2)C[C@@H]1C	-2	-4	-12	-5	-1	2	4
Cc1c(Cl)c([N+](=O)[O-])nn1CCCC(=O)Nc1cc(Cl)ccc1Cl	.	.	.	-3	.	3	5
Cn1c(=O)n(C)c2cc(/C=N/NC(N)=S)ccc21	-10	1	19	6	3	-9	-21
CC1=CC=CC2=NC(=O)CC(C)(C(=O)N(CC(=O)NC(C)C)C3CCCC3)N12 (stereo unspecified)	.	-20	4	3	1	.	17
CC(=O)Nc1ccc(NC(=O)CC(C)n2ccnc2)cc1 (stereo unspecified)	6	0	5	0	-2	-17	4
CCOC(=O)C1=C[C@@H](CC)N(S(=O)(=O)c2ccc(C)cc2)[C@H]1c1cccc(Cl)c1	-4	-4	-19	.	0	-5	5
O=Cc1cccc(Oc2ncccn2)c1	4	0	10	-23	-2	2	8
CN(C)C(=O)CN1CCN(Cc2nc(CC3CC3)no2)CC1	-4	-4	10	4	0	-13	3
C/C(=N\NC(=O)Cc1ccccc1)c1cccnc1	-1	3	7	16	2	8	-2
COc1cccc(CN(C)C[C@H]2OCc3cn(nn3)CCCC(=O)N([C@@H](C)CO)C[C@@H]2C)c1	-1	-7	-4	-2	0	.	-8
COc1ccc(CNC(=O)CC2C[C@H](C(=O)N3CCOCC3)[C@@]3(CCC4CCCC4)c4[nH]c5ccccc5c4CCN3C2=O)cc1OC (stereo partly specified)	-2	6	4	2	2	-9	32
CC(=O)Nc1ccc(NC(=O)CCCSc2nc3ccccc3[nH]2)cc1	-1	3	9	4	0	-4	15
(list continues)
SMILES	DENV2 CPE	SIRT5 block	EWS-Fli inh	ARNT-TACC3 inh	Casp6 inh	PAX8 reporter	LGR2 antag
C[C@@H]1CN([C@H](C)CO)C(=O)c2cc(N(C)C)ccc2O[C@@H](C)CCCCO[C@H]1CN(C)S(=O)(=O)c1ccc(Cl)cc1	.	.	-30	.	.	55	-3
CCCC(=O)N1CCC1(C)C(=O)NCc1ccccc1SC (stereo unspecified)	8	-2	0	.	0	.	2
CO[C@@H]1CN(C)C(=O)c2ccc(NS(=O)(=O)c3ccc(C)cc3)cc2OC[C@@H](C)N(C)C[C@H]1C	0	2	8	-4	2	6	-7
CCOC(=O)/C(=C\Nc1ccc(OCc2ccccc2)cc1)NC(=O)c1ccccc1	-2	.	-22	.	-2	6	-11
CCOc1ccc(CNC(=O)CN2C(=O)CSc3ccc(S(=O)(=O)N4CCOCC4)cc32)cc1	3	-1	-2	.	2	-7	3
O=C(CNC(=O)c1ccc(Br)cc1)c1ccccc1	3	-2	-8	-5	-3	-102	.
CC1(C(=O)NS(=O)(=O)c2cccc(Cl)c2)CCN1C(=O)Cc1ccsc1 (stereo unspecified)	0	4	12	.	0	4	2
COc1ccc(-n2cnnc2SCC(=O)Nc2cccc(S(N)(=O)=O)c2)cc1	4	-2	-1	0	-1	-8	6
Clc1cccc(OCc2nnc(-c3ccccc3Br)o2)c1	-2	-2	-78	-30	0	-2	-39
C[C@@H]1CN([C@@H](C)CO)C(=O)c2cc(-c3ccncc3)cnc2O[C@@H]1CN(C)C(=O)C1CCCCC1	-6	-6	-4	-4	-1	.	-17
CC(NC(=O)c1ccc(Cl)c(Cl)c1)c1ccc(-c2ccccc2)cc1 (stereo unspecified)	2	9	-1	.	-1	15	-1
COCC(=O)N(C)C[C@H]1[C@H](c2ccccc2)[C@H](CO)N1C(=O)Cc1ccncc1	-9	2	-5	-5	0	-7	30
COCc1cc(C)n(CC(=O)NCC2CCCO2)c(=O)c1C#N (stereo unspecified)	2	0	4	2	-1	8	9
Cn1c(=O)c2c(nc(CN3CCN(C(=O)c4ccco4)CC3)n2CCCO)n(C)c1=O	3	-1	7	-2	-1	-1	-3
CO[C@H]1CN(C)C(=O)c2cc(NC(=O)NC(C)C)ccc2OC[C@H](C)N(C)C[C@@H]1C	11	-2	5	2	-1	.	-10
COCc1cc(C)nc2sc(C(=O)Nc3ccccc3Br)c(N)c12	-2	5	-39	-13	1	-26	-25
COc1cc(C(=O)Nc2ccccc2N2CCOCC2)ccc1OCC(=O)N1CCOCC1	-2	-2	-12	-2	2	-18	15
COc1ccc(-c2csc(NC(=S)NC(=O)c3ccco3)n2)cc1Br	3	-3	2	-7	0	-4	6
CCCN(C)C[C@H]1OCCCC[C@@H](C)Oc2ccc(NC(=O)Nc3ccc(OC)cc3)cc2C(=O)N([C@H](C)CO)C[C@@H]1C	10	-2	-4	4	-3	0	-6
N=c1c(C(=O)NC2CCCCC2)cc2c(=O)n3ccccc3nc2n1Cc1ccccc1	1	-65	.	-6	-2	7	15
COC(=O)C1CCCCN1C(=O)c1cc(COc2cccc3cnccc23)on1 (stereo unspecified)	-6	-14	22	4	-1	28	12
CCCOc1ccc(C(=O)Nc2ccc3c(c2)OCCO3)cc1	?	8	6	-1	-3	-41	14
COC(=O)c1cccc(Cn2nc(C)c([N+](=O)[O-])c2C)c1	12	15*	-2	1	5	0	.
COCC(=O)N1CCC2(CC1)CN(C(=O)Nc1ccccc1F)[C@H](CO)c1[nH]c3cc(OC)ccc3c12	25*	3	-2	.	-2	.	-17
CCN(CC)C(=O)c1oc2ccc(S(=O)(=O)N3CC(C)CC(C)C3)cc2c1C (stereo unspecified)	7	-1	49	-4	3	46	24
Other structures follow:
SMILES	DENV2 CPE	SIRT5 block	EWS-Fli inh	ARNT-TACC3 inh	Casp6 inh	PAX8 reporter	LGR2 antag
CCOc1ccc2nc(NC(=O)c3cc([N+](=O)[O-])ccc3N3CCOCC3)sc2c1	2	-2	-4	10	-2	0	31
O=C(c1ccco1)N1CCN(S(=O)(=O)c2ccc(Br)cc2)CC1	-8	-1	7	-6	-1	-4	-9
O=C(Nc1ccc(Cl)cc1)C1CCCN(C2=NS(=O)(=O)c3ccccc32)C1 (stereo unspecified)	-2	1	-3	-7	1	37	2
COc1ccc2c3c([nH]c2c1)[C@H](CO)N(C(=O)NC(C)C)CC31CCN(C(=O)c2cccnc2)CC1	14	-1	-20	.	2	.	4
Nc1ccc2nc3c(=O)n(C4CCCCC4)c(=O)[nH]c3nc2c1	16	5	-57	27	0	-99	-49
C[C@@H]1CN([C@H](C)CO)C(=O)CCCn2cc(nn2)CO[C@@H]1CN(C)S(=O)(=O)c1ccc(-c2ccccc2)cc1	-13	0	7	5	-1	-18	1
C#CCN(C[C@H]1[C@H](OC(=O)NC2CC2)[C@H](OC(=O)NC2CC2)C[C@H]2C(=O)N(c3ccccc3)C(=O)[C@@H]12)S(=O)(=O)c1ccc(C)cc1	-4	-4	-5	.	-2	-14	-9
C=CC(n1cncn1)C(O)(c1ccccc1)c1ccccc1 (stereo unspecified)	5	.	-7	-3	.	0	9
CN(C(=O)COC(=O)/C=C/c1cn(-c2ccccc2)nc1-c1ccc2c(c1)OCCO2)C1CCS(=O)(=O)C1 (stereo unspecified)	2	-10	-3	-6	-1	10	-6
Cc1cc(C)n2nc(SCC(=O)N3CCN(c4ccccc4)CC3)nc2n1	12	0	4	-3	1	4	31
COc1ccc(S(=O)(=O)Nc2ccc3c(c2)C(=O)N([C@H](C)CO)C[C@H](C)[C@@H](CN(C)C(=O)Cc2ccccc2)OCCCC[C@@H](C)O3)cc1	10	1	-12	-3	-2	-44	16
COC(=O)c1cc(C(=O)OCC(=O)N2CCCCC2)cc([N+](=O)[O-])c1	4	9	-6	-5	2	.	14
CC(C)Cn1cc(-c2cccc3nccn23)cn1	7	.	-1	.	0	-17	-12
CCN(CC)CCN1C(=O)C(=O)/C(=C(/O)c2ccc(F)cc2)C1c1cccnc1 (stereo unspecified)	.	0	0	.	-3	0	-8
C/C=C/c1cnc2c(c1)C(=O)N([C@H](C)CO)C[C@H](C)[C@@H](CN(C)S(=O)(=O)c1ccccc1)O2	-11	-3	4	-7	3	.	22
C#CCOCCOCCOCCNc1nc(N2CCN(C(=O)Cn3cc(CC(C)O)nn3)CC2)nc(N2CCN(C(=O)[C@H](C)n3cc(CCC(=O)O)nn3)CC2)n1 (stereo partly specified)	-4	-1	-9	-10	8	-7	0
COc1ccc(S(=O)(=O)Nc2ccc3c(c2)C(=O)N([C@@H](C)CO)C[C@H](C)[C@H](CN(C)Cc2ccc(Oc4ccccc4)cc2)O3)cc1	?	38*	6	25	2	46	-2
CN1C(C(=O)NCc2ccco2)=CC(c2ccc(F)cc2)=NS1(=O)=O	3	0	3	0	5	-3	14
C[C@H]1CN([C@@H](C)CO)C(=O)Cc2cc(NS(=O)(=O)c3cn(C)cn3)ccc2O[C@@H]1CN(C)S(=O)(=O)c1ccc(F)cc1	0	2	-6	.	2	.	6
COc1ccc(S(=O)(=O)Nc2ccc3c(c2)C(=O)N([C@H](C)CO)C[C@@H](C)[C@@H](CN(C)C(=O)C2CCCCC2)OCCCC[C@H](C)O3)cc1	-3	4	-8	-8	0	11	-10

Random draw from the library (roughly 4.9% active in at least one column).
